Assay outcomes as filed in PubChem.
TRHR PAM: TRH receptor (human) allosteric enhancement | actives 0.66% (n = 360,000) | enhancement, % at 2 µM | TRHR cells, fluo-8 calcium fluorescence, EC20 TRH enhancement | P34981; in the data active means enhancement above about 30%; further: 0% is about no effect
Target sequence (P34981 whole entry, looked up): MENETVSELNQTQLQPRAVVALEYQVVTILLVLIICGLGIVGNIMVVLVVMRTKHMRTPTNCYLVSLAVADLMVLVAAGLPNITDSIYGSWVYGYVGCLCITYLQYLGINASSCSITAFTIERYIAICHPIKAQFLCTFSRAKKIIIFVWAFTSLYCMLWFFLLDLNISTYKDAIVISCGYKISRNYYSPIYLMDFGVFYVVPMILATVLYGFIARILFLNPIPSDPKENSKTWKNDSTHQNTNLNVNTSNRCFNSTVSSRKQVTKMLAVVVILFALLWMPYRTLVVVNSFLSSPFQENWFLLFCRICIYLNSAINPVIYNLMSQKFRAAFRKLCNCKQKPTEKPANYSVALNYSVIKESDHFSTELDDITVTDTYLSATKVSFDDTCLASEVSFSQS
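Enhancer read-out: after compound pinning and an initial kinetic agonist-mode read, an EC20 of TRH (10 nM final) was injected and fluo-8 calcium signal (Ex 480/Em 530) followed at 1 s/cycle for 100 cycles in TRHR-expressing cells.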
D1 agonist: agonists of human D1 dopamine receptor; P21728; HEK293 T-REx D1 cells, calcium flux, agonist mode; activation, % at 2 µM; actives 1% (n = 360,000); further: 0% is about no effect
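Inducible HEK293 T-REx D1 cells, force-coupled to calcium signalling, were plated at 4000 cells/well with tetracycline and held overnight at 30 C. After no-wash calcium dye loading, compound-evoked calcium rise over 180 s flagged agonists.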
D2 ag: activates the human D2 dopamine receptor; actives 0.53% (n = 340,000); P14416; AID 485358; activation, % at 2 µM; HEK293 T-REx D2 cells, calcium flux agonist mode;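 active means activation over 3 SD above normal in the single-dose calcium agonist read, cut at about 30% in these data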; further: 0% is about no effect
Target sequence (P14416 whole entry, looked up): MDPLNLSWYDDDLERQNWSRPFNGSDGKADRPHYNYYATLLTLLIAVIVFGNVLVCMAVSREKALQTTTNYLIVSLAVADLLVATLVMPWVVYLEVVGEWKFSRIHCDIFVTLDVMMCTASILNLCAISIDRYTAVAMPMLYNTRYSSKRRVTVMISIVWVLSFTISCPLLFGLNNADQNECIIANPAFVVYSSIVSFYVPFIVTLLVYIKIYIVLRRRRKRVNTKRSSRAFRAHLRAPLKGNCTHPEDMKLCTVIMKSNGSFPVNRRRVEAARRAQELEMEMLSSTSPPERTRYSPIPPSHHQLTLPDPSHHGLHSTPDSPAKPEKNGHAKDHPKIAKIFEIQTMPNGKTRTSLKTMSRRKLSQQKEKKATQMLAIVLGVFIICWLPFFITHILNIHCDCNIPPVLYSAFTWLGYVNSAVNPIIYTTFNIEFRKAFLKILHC
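Calcium-flux readout, 1 cycle/sec over 180 s following compound pin transfer, in inducible HEK293 Trex D2 cells (force-coupled); dopamine controls included. Positive calcium responses during this window marked compounds as potential agonists.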
RXFP1 antagonist: blocks the human relaxin receptor RXFP1. Q9HBX9. AID 1259400. actives 0.59% (n = 350,000). HEK293-RXFP1, relaxin-stimulated cAMP HTRF, 30 min; active compounds read low. activity change, negative = inhibition, % at 57.5 µM;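 active means activity change of -60% or lower, but not beyond a set lower limit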; further: on the % scale 0 is the no-effect control and ±100 the full control effect
D2 PAM: D2 dopamine receptor (human) potentiation; AID 485347; HEK293 T-REx D2, calcium flux, EC20 dopamine potentiation; actives 0.34% (n = 340,000); P14416; potentiation, % at 10 µM;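 active means potentiation over 3 SD above the plate norm, cut at about 30% in these data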; further: 0% is about no effect
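Cells plated with tetracycline inducer and held overnight at 30 C; calcium dye loaded 30–90 min at room temperature; baseline taken, compound added and read 180 s; EC20 dopamine then added and read 180 s.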
TRHR ag: TRH receptor (human) agonism; P34981; activation, % at 2 µM; TRHR cells, calcium flux fluo-8, FDSS agonist mode; actives 0.18% (n = 360,000); AID 493084; further: 0% is about no effect
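Steps: seed TRHR cells overnight; add fluo-8 no-wash Ca dye, RT 30 min–1.5 h; record 10 s baseline; pin-transfer compounds; monitor fluorescence 1 cycle/s for the agonist window. Calcium increases flag candidate agonists.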
D2 antagonist: antagonists of human D2 dopamine receptor; actives 2% (n = 340,000); HEK293 TREx D2 cells, calcium flux, dopamine EC80; inhibition, % at 10 µM; in the data active means inhibition above about 30%; further: 0% is about no effect
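Cells plated overnight at 30 C with tetracycline; no-wash calcium dye, 30–90 min RT; 10 s baseline; compound pinned; 180 s read; EC80 dopamine added; another 180 s read.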
D1 PAM: enhances dopamine response at the human D1 receptor; P21728; HEK293 TREx D1 cells, calcium flux, dopamine EC20 potentiation; potentiation, % at 10 µM; actives 0.036% (n = 360,000); AID 504651; in the data active means potentiation above about 30%; further: 0% is about no effect
D1 antagonist: human D1 dopamine receptor antagonism. AID 504652. actives 3.2% (n = 360,000). activity change, negative = inhibition, % at 10 µM. P21728. HEK293 TREx D1 cells, calcium flux, dopamine EC80; active compounds read low; in the data active means activity change below about -30%; further: on the % scale 0 is the no-effect control and ±100 the full control effect
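Kinetic fluorescence of a calcium dye serves as the read-out. D1-expressing Hek293 Trex cells, induced overnight at 30 C, are exposed to compound for 180 s before an EC80 dopamine addition, then read 180 s further.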
Starred values were filed as active, the others as inactive; · = not tested or not shown; & = joins results of further samples; ! = a repeat was not active. Unless noted, no stated cut-off is given here; in the data, active means activation above about 30%; inactive means the rest.

SMILES,D1 agonist,TRHR PAM,D2 antagonist,D2 PAM,D2 ag,D1 antagonist,D1 PAM,TRHR ag,RXFP1 antagonist
CC(C)CN(C(=O)c1cc(Cl)nc2ccccc12)c1c(N)n(Cc2ccccc2)c(=O)[nH]c1=O,3,-1,11,5,1.1,6,6,-1.0,-27
NC(=O)CC(NC(=O)c1ccccc1)c1ccc(NCc2ccc(F)cc2)c([N+](=O)[O-])c1 (stereo not drawn),3,2,9,11,0.5,-9,2,0.0,·
CCn1c(SCC(=O)c2c[nH]c3ccccc23)nc2cc(S(=O)(=O)N3CCOCC3)ccc21,7,10,8,12,-3.1,5,0,0.7,-1
Cn1nc(CC(=O)NCc2ccc(C(F)(F)F)cc2)c2ccccc2c1=O,7,-3,-3,2,-1.3,-25,-2,1.4,5
Cn1cnc2cc(NCc3ccccc3Cl)ccc21,3,-5,-7,-8,-1.4,5,-4,-0.2,7
COc1ccc2oc(C)c(C(=O)c3ccc(C)cc3)c2c1,4,-5,-16,2,-0.5,-9,-5,0.4,-11
CCCCCN=Cc1c(C)[nH]n(-c2nc3ccccc3s2)c1=O,0,2,-10,9,0.2,1,-1,0.1,-7
CC(C)NC(=O)COc1ccc(Cl)cc1Cl,3,-9,3,0,0.3,-1,0,-0.3,11
O=C(Nc1ccnn1C1CCN(CCCc2ccccc2)CC1)c1ccccc1,14,-6,44*,-15,17,-1,-2,1.6,-3
COc1ccccc1C(=O)NCC(=O)N/N=C/c1cn[nH]c1-c1ccccc1,-2,-2,22,-22,67*,-3,1,-0.3,24
Cn1c(=O)oc2cc(S(=O)(=O)CCC(=O)NCCc3ccc(Cl)cc3)ccc21,2,-10,·,7,0.3,-5,-3,-0.5,-8
CC(C)(C)OC(=O)N[C@H](/C=C/c1ccccc1)C(=O)OC(C)(C)C,0,8,16,7,-0.2,·,10,0.7,·
O=C(CSc1nc(-c2cccs2)nc2cc(=O)[nH]n12)Nc1ccccc1F,0,-5,·,10,-1.7,-16,-3,-0.5,-36
COCCCNC(=O)COC(=O)c1ccc(-c2nc3ccccc3s2)s1,6,1,2,8,1.6,-12,-5,-0.1,-8
CCN(CC(=O)NC1CCS(=O)(=O)C1)S(=O)(=O)c1ccc(Cl)cc1C(F)(F)F (stereo not drawn),2,4,-16,0,0.5,0,4,-0.2,-11
COc1ccc(NCc2cc3cc(OC)ccc3[nH]c2=O)cc1,12,-3,-9,11,-1.2,3,4,1.1,6
Cn1c(=O)c2c(ncn2CC(=O)Nc2ccc(Cl)cc2Cl)n(C)c1=O,3,0,-8,4,-0.2,4,-5,-0.4,4
COc1ccccc1NC(=O)CN(Cc1ccco1)C(=O)c1cc2ccccc2o1,1,1,-5,-2,0.4,-9,-6,-0.5,·
COc1ccccc1CNC(=O)[C@H](CCSC)NC(=O)[C@@H]1Cc2ccccc2CN1,0,-6,-10,3,-0.3,-6,-2,-0.2,·
Cc1c(C(=O)N(C)c2ccccc2)sc2nc(-c3ccc(F)cc3)cn12,4,1,·,-5,0.0,-25,-1,0.0,-30

At a glance, 4 of the compounds above.
SMILES,D1 agonist,TRHR PAM,D2 antagonist,D2 PAM,D2 ag,D1 antagonist,D1 PAM,TRHR ag,RXFP1 antagonist
Cn1c(=O)c2c(ncn2CC(=O)Nc2ccc(Cl)cc2Cl)n(C)c1=O,3,0,-8,4,-0.2,4,-5,-0.4,4
COc1ccccc1NC(=O)CN(Cc1ccco1)C(=O)c1cc2ccccc2o1,1,1,-5,-2,0.4,-9,-6,-0.5,·
COc1ccccc1CNC(=O)[C@H](CCSC)NC(=O)[C@@H]1Cc2ccccc2CN1,0,-6,-10,3,-0.3,-6,-2,-0.2,·
Cc1c(C(=O)N(C)c2ccccc2)sc2nc(-c3ccc(F)cc3)cn12,4,1,·,-5,0.0,-25,-1,0.0,-30

(cont.)
SMILES,D1 agonist,TRHR PAM,D2 antagonist,D2 PAM,D2 ag,D1 antagonist,D1 PAM,TRHR ag,RXFP1 antagonist
COc1cccc(NC(=O)CN(C)C(=O)C(CCSC)NC(=O)c2ccco2)c1 (stereo not drawn),1,-4,-7,-6,·,-1,1,4.9,4
CCCCNc1ccc(C(CC(N)=O)NC(=O)c2ccccc2)cc1[N+](=O)[O-] (stereo not drawn),2,-3,·,·,·,-18,3,-1.0,·
CC(=O)Nc1ccc(NC(=O)CN2CCN(c3cccc(C(F)(F)F)c3)CC2)cc1,7,0,2,-15,6.9,-2,9,0.1,5
O=C(CN1C(=O)COc2ccc(Cl)cc21)N1CCc2ccccc21,4,-3,-9,-3,-0.1,7,-5,-0.6,26
COCCN(C(=O)COC(=O)/C=C/c1ccc(OC)c(OC)c1)c1c(N)n(Cc2ccccc2)c(=O)[nH]c1=O,1,-3,9,4,-0.2,-5,-2,0.4,-3
CC(C)c1cc(CNC(=O)CCc2nnc(CCCc3ccccc3)o2)on1,1,10,9,5,-0.3,-2,2,0.0,-5
COCCCNc1nc2ccccc2nc1NS(=O)(=O)c1cccc(C)c1,-1,-2,-33,8,-2.2,-17,-3,0.0,-11
N#Cc1cccc(Nc2ncnc3c2cnn3-c2cccc(Cl)c2)c1,1,-4,·,5,0.8,-49*,-4,0.2,-5
Cc1cccc2sc(NC(=O)C3CCN(C(=O)c4ccco4)CC3)nc12,10,0,24,-11,-0.2,2,5,0.4,-12
Cc1cc(C)cc(N=C2SC(CC(=O)Nc3ccccc3)C(=O)N2CCN2CCOCC2)c1 (stereo not drawn),-1,-5,9,3,0.6,-8,0,1.2,-28
O=C(CCNC(=O)c1ccc(Cl)cc1)Nc1cccc(S(=O)(=O)N2CCCCCC2)c1,2,3,-10,3,15,-10,-7,0.4,3
Cc1nn(CCCC(=O)NCc2ccccc2)c(=O)c2cc3sccc3n12,-2,2,·,-4,-0.5,-32*,1,-0.2,-6
CCN(CC)C(=O)C1CCN(S(=O)(=O)c2cccc3nonc23)CC1,2,3,-2,3,0.4,-1,-6,0.2,0
COCCCNC(=O)c1ccc2c(c1)CCN2S(C)(=O)=O,1,4,-16,4,-0.1,-4,-10,0.3,21
Cc1cc(C)n2nc(C(=O)OCC(=O)Nc3cc(Cl)ccc3C)nc2n1,4,6,-13,-8,0.0,-18,6,0.5,-1
O=C(Nc1ccc(Br)cc1)c1cccc(OC(=S)N2CCOCC2)c1,3,5,-4,-14,0.9,-9,-2,0.0,3
CCCc1cc(N2CCCC(C(=O)Nc3c(OC)cccc3OC)C2)n2ncnc2n1 (stereo not drawn),2,3,·,·,·,-2,-2,-1.7,1
CC(/C=C/c1ccc2c(c1)OCO2)=N\NC(=O)c1cccc([N+](=O)[O-])c1,0,2,-3,11,-0.1,4,1,-0.5,10
Cc1ccc(C23OCCN2CCn2nc4ccccc4c23)cc1 (stereo not drawn),-2,0,-4,7,-0.3,·,3,0.3,·
O=C(CN1CCC(NC(=O)Cc2ccccc2)CC1)Nc1ccccc1Br,7,-6,-14,-5,0.1,-27,-8,-0.8,-6
COc1ccccc1CCCNC(=O)C1CCC(=O)N(Cc2ccccc2F)C1 (stereo not drawn),5,-1,-7,-12,0.3,-12,-11,0.0,9
O=C(N/N=C/c1c(Cl)cccc1Cl)c1n[nH]c2c1CCCC2,3,-2,5,10,-1.6,13,-8,-0.1,2
Cc1ccc(NS(=O)(=O)c2ccc(C(=O)OCC(=O)NCC3CCCO3)cc2)cc1 (stereo not drawn),19,-7,-17,1,3.6,5,-8,1.3,6
CCOCCCNS(=O)(=O)c1cc(Br)cc2c1N(C(=O)C1CC1)CC2,2,-5,-9,-5,0.2,3,5,-0.2,8
CC(C)CNC(=O)CSc1nc2scc(-c3ccccc3)c2c(=O)[nH]1,3,4,-5,9,0.0,-16,-2,0.4,·
O=C(NC1CCCCCC1)c1nc2ncccn2n1,2,5,·,·,·,0,-3,0.3,·
O=C(CSc1nnc(-c2ccncc2)n1-c1ccc(Cl)cc1)N1CCOCC1,4,3,7,-8,0.5,2,2,0.1,2
CCCc1nc(-c2ccccc2O)n(-c2ccccc2)n1,0,-3,0,-2,-0.5,10,-2,-0.6,-21
CCCn1c(-c2cccs2)nc2ccccc21,1,2,-5,19,-0.1,-4,-4,-0.5,1
Nc1ccccc1C(=O)NCc1ccc(Cl)cc1,3,0,30*,1,27,-10,-8,-0.5,-3
CCOc1ccccc1Nc1cc(-c2ccccc2)nc(C)n1,-1,1,·,9,-1.6,8,1,-0.4,-2
COC(=O)c1c(NC(=O)CC2SC(N)=NC2=O)sc2c1CCCC2 (stereo not drawn),0,2,-30,-4,0.0,5,2,0.3,-10
S=C(NCc1ccccc1)Nc1ccc2cn[nH]c2c1,3,-2,·,-22,·,-10,-4,0.7,2
CCCN1C(=O)C(Cc2nc3ccccc3c(=O)n2-c2ccccc2)c2cc(C)ccc21 (stereo not drawn),6&5,-1&3,-8,-3&16,7.0&4.6,-5&0,1&0,3.3&1.5,2
COc1cc(C(=O)OC(C)CN2CCOCC2)cc(OC)c1OC (stereo not drawn),4&6,20&-1,40*!,1&5,-1.5&-2.8,13&-11,-1&1,-0.2&-1.4,2&8
Cc1ccccc1NC(=S)NC(NC(=O)c1ccccc1C)C(Cl)(Cl)Cl (stereo not drawn),25,8,2,16,0.0,-5,-10,-2.1,5
Cc1cccc(C(=O)N2CCc3cc(-c4csc(NC(=O)CN5CCCC5)n4)ccc32)c1,7,2,1,·,-0.7,-31*,7,-0.1,-13
CCOC(=O)CNC(=O)CSc1nc2cccnc2n1C1CCCCC1,0,-1,4,5,0.2,6,-4,-1.4,-8
COc1ccc(CCNC(=O)C2CCCN(S(=O)(=O)c3ccc(F)cc3)C2)cc1OC (stereo not drawn),3,10,-1,23,-0.2,7,-6,0.0,-5
CN=C1S/C(=C\c2ccc(O)c(Br)c2)C(=O)N1C,7,2,2,-8,0.6,-3,4,1.5,-32
COCCc1nn2c(=O)cc(COC(=O)c3ccc(Br)cc3)nc2s1,8,-5,·,2,-0.3,-4,-7,0.5,-5
COc1ccc(C(=O)/C=C/Nc2ccccn2)cc1,1,-6,·,-12,·,-3,6,-0.4,-9
Cc1nn(C)cc1S(=O)(=O)N1CCN(Cc2cccc(Cl)c2)CC1,1,-5,0,10,-0.8,0,-7,0.0,-19
O=C1NC(=O)C(c2cccs2)(c2cccs2)N1,-1,1,11,-11,2.1,14,3,1.1,-17
CCc1nc(C)ccc1OCC(=O)NCCCN(C)C,16,22,15,6,-0.2,-10,-6,-0.3,-23
Cc1ccc(NC(=O)C2CCCN(S(=O)(=O)c3ccc4c(c3)oc(=O)n4C)C2)cc1Cl (stereo not drawn),2,4,·,-13,-0.1,-31*,-2,0.3,·

Rows are unselected. About 7.1% of those tested had a hit in this group.
